# MrgX1 antagonist: antagonists of human MrgX1 receptor, primary screen, HEK293 cells, Fluo-4 calcium flux; Mas-related G-protein coupled receptor member X1 (Homo sapiens), Q96LB2; BAM8-22 antagonism; stronger effect = lower value; B-score at 10 µM; hit rate 1.3% among 310,000;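 active = calcium-response B-score plate-corrected more than 3 library SD below zero, starting fluorescence within 5 deviations, no agonist response on first addition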;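 also: peak minus trough fluorescence over baseline after final BAM8-22 challenge near maximal dose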
# Target sequence (Q96LB2 whole entry, looked up): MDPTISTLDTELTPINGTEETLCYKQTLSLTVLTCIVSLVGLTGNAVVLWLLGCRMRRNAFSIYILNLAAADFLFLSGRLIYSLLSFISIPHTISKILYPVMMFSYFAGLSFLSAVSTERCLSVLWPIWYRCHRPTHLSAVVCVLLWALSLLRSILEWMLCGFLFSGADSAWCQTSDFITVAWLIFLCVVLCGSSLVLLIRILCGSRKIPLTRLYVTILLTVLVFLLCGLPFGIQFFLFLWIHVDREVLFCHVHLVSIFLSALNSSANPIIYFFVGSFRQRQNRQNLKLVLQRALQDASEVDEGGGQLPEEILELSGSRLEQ
# MrgX1 agonist: agonists of human MrgX1 receptor, primary screen, HEK293 cells, Fluo-4 calcium flux. Mas-related G-protein coupled receptor member X1 (Homo sapiens), Q96LB2. Fluo-4 calcium fluorescence, agonist mode; stronger effect = higher value. B-score at 10 µM. hit rate 0.44% among 310,000;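 active = calcium response B-score plate-corrected fluorescence ratio at least 3 library SD, with starting fluorescence B-score inside 5 SD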
#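 Test system: Stable human MrgX1 HEK293 cell line | Schedule: Overnight plating before 1 h dye loading | Read-out basis: Baseline-normalised fluorescence change ratio, B-scored | Detection: Kinetic calcium dye fluorescence, Fluo-4 NW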
# MrgX1 allo act: positive allosteric modulators of MrgX1, primary screen, HEK293 cells, Fluo-4 calcium flux | Mas-related G-protein coupled receptor member X1 (Homo sapiens), Q96LB2 | FDSS; stronger effect = higher value | B-score at 10 µM | hit rate 0.63% among 310,000 | AID 588675, 2011;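 active = plate-corrected calcium response at least 3 library SD above typical, normal starting fluorescence, not activating the receptor alone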;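 also: compound read alongside a low EC10 to EC30 dose of BAM8-22 agonist; peak minus trough fluorescence over baseline measured at the second addition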
# RGS4 block: RGS4 inhibitors, primary screen, cell-based, HEK293 M3R inducible RGS4, calcium flux; Fluo-4 calcium flux; stronger effect = higher value; triggered by carbachol at its EC20; B-score at 10 µM; hit rate 0.45% among 310,000;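 active = B-score, a plate-corrected calcium signal, over three deviations above library mean, with baseline fluorescence within five deviations of library mean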;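 also: RGS4 expression induced by doxycycline in cells with stable M3 receptor; B-score is computed from the integrated fluorescence ratio over baseline after carbachol; higher B-score means a larger calcium signal and so more RGS4 inhibition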
# Target sequence (P49798 whole entry, looked up): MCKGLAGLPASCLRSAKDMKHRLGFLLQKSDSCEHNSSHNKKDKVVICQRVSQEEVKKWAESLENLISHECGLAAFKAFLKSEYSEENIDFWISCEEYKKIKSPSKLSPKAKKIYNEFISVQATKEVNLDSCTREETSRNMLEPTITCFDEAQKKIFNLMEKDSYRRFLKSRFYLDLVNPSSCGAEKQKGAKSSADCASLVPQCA
# TRPC4 inh: inhibitors of mouse TRPC4 channel, primary screen, Fluo4 calcium, HEK293 TRPC4beta/mu-opioid cells; Short transient receptor potential channel 4 (Mus musculus), Q9QUQ5; DAMGO-evoked Fluo4 calcium flux; stronger effect = lower value; B-score at 10 µM; hit rate 0.39% among 300,000; AID 2247, 2010;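 active = B-score over 3 SD under the library average, no early fluorescence shift, positive overall ratio signal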
#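 System: stable TRPC4beta/mu-opioid receptor HEK293 cells; Dosing: single-point compound dosing; Measured by: Fluo4 Ca2+ flux fluorescence; Read-out basis: per-well B score of integrated baseline-normalized Fluo4 ratio.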
# TMEM16A act: TMEM16A chloride channel activators or potentiators, primary screen, cell-based, HTS; Anoctamin-1 (Mus musculus), Q8BHY3; HEK293 TMEM16A/YFP-H148Q/I152L, iodide quench fluorescence; stronger effect = lower value; B-score at 10 µM; hit rate 0.3% among 340,000; AID 623877, 2012;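 active = fluorescence-ratio B-score plate-corrected deviation score at least 3 library SD below zero, with starting fluorescence score within 5 deviations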;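 also: channel opened by trigger with iodide after compound preincubation; score built on the fluorescence ratio of max minus min over baseline; more negative score means more quench and so TMEM16A activation or potentiation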
# TRPC4 act: activators of mouse TRPC4 channel, primary screen, Fluo4 calcium, HEK293 TRPC4beta/mu-opioid cells; hit rate 0.49% among 310,000; Short transient receptor potential channel 4 (Mus musculus), Q9QUQ5; B-score at 10 µM; AID 2237, 2010; Fluo4 calcium fluorescence; stronger effect = higher value;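 active = B-score above 5 SD of library B-scores, and initial fluorescence ratio not above library mean plus 5 SD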;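 also: positive B-score marks a calcium rise read as TRPC4 activation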
#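 Assay system: HEK293 cells stably co-expressing mouse TRPC4beta and mu-opioid receptor / Timing: Fluo4 dye loading 45 min at room temperature, 110 s recording / Signal: Fluo4 calcium-sensitive dye fluorescence, kinetic, 1 Hz baseline / Read-out: integrated baseline-normalised fluorescence ratio, converted to per-well B score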
# TRPC6 inhibitor: mouse TRPC6 channel inhibitors, primary screen, cell-based, HEK293, membrane potential dye | hit rate 1.1% among 310,000 | Short transient receptor potential channel 6 (Mus musculus), Q61143 | ACh-evoked depolarization; stronger effect = lower value | B-score at 10 µM;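 active = B-score under library mean minus 3 SD, initial fluorescence not abnormally high, positive integrated signal ratio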;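 also: B-score derived from integrated fluorescence ratio over the kinetic read; more negative B-score means stronger inhibition of depolarization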
# TRPC6 act: mouse TRPC6 channel activators, primary screen, cell-based, HEK293, membrane potential dye. Short transient receptor potential channel 6 (Mus musculus), Q61143. HEK293-TRPC6 membrane potential dye fluorescence; stronger effect = higher value. B-score at 10 µM. hit rate 0.13% among 310,000;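 active = B-score of the integrated fluorescence ratio above library mean plus 3 SD, and starting fluorescence ratio within library mean plus 5 SD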;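 also: higher score means more depolarization so channel activation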
# TRPC4 potent: positive allosteric modulators of TRPC4, primary screen, cell-based, mouse TRPC4beta, HEK293 mu-opioid, Fluo-4 calcium | Short transient receptor potential channel 4 (Mus musculus), Q9QUQ5 | AID 2227, 2009 | B-score at 10 µM | DAMGO EC20, Fluo-4 Ca2+ flux; stronger effect = higher value | hit rate 0.42% among 310,000;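 active = B-score of calcium response area above 5 SD of library B-scores, with initial fluorescence ratio within 5 SD of library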;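 also: B-score of integrated fluorescence ratio over time as area under calcium response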
# TMEM16A inh: TMEM16A chloride channel inhibitors, primary screen, cell-based, HTS; Anoctamin-1 (Mus musculus), Q8BHY3; HEK293 TMEM16A/YFP iodide influx fluorescence, ionomycin; normalized B-score (activity score, 25-100; higher = stronger inhibition) at 10 µM; hit rate 1.2% among 310,000; AID 588511, 2011;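 active = ratio plate-corrected score three or more library SD toward inhibition, starting fluorescence score within five deviations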;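 also: score derived from kinetic fluorescence span divided by baseline fluorescence per well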
# * hit, by the source's call; i = inactive; . = no result given.
SMILES,MrgX1 antagonist,MrgX1 agonist,MrgX1 allo act,RGS4 block,TRPC4 inh,TMEM16A act,TRPC4 act,TRPC6 inhibitor,TRPC6 act,TRPC4 potent,TMEM16A inh
Cn1ncc(Br)c1C(=O)Nc1ccc(F)cc1F,i,i,i,i,i,i,i,i,i,i,i
COc1nc(Nc2ccc(OC)c(Cl)c2)nc(OC)n1,i,i,i,i,i,i,i,i,i,i,i
NC(=O)c1ccc(NS(=O)(=O)c2ccc3ccccc3c2)cc1,i,i,i,i,i,i,i,i,i,i,i
CCOC(=O)c1cc(Sc2ccccc2N)cc(C(=O)OCC)n1,i,i,i,i,i,i,i,i,i,i,i
CN(CC(=O)Nc1ccc(F)cc1)C(=O)COc1ccc(C(=O)c2ccccc2)cc1,i,i,i,i,i,i,i,i,i,i,i
COc1cccc(OC(=O)c2cc3ccccc3oc2=O)c1,-5*,i,i,i,i,i,i,i,i,i,i
Cc1cc(OC(F)F)ccc1NC(=S)NCCc1ccccc1,i,i,i,i,i,i,i,i,i,i,i
Cc1ccc(NC(=O)C(OC(=O)c2ccc(C=O)cc2)c2ccccc2)cc1Cl (configuration not stated),i,i,i,i,i,i,i,i,i,i,i
COc1ccc(-c2cc(C(=O)Nc3ccccc3O)c3ccccc3n2)cc1,i,i,i,i,i,i,i,i,i,i,i
COc1ccccc1NC(=O)C1CCCN(S(=O)(=O)c2c(C)noc2C)C1 (configuration not stated),i,i,i,i,i,i,i,i,i,i,i
O=[N+]([O-])c1ccc(Oc2ccc(S(=O)(=O)N3CCCCC3)cc2)cc1,i,i,i,i,i,i,i,i,i,i,25*
Cc1cc(OCC(=O)N2CCN(c3ccc(F)cc3)CC2)c2c(C)cc(=O)oc2c1,i,i,i,i,i,i,i,i,i,i,i
CCCCCC(=O)Nc1cc(N(C)C)nc2ccccc12,i,i,i,i,i,i,i,-5.4*,i,i,i
CC(=O)c1c(COC(=O)c2ccncc2)nc2ccccc2[n+]1[O-],i,i,i,i,i,i,i,i,i,i,i
Cc1ccc(S(=O)(=O)c2c(N)n(NC(=O)c3ccco3)c3nc4ccccc4nc23)cc1,i,i,i,i,i,i,i,i,i,i,i
CCN(CC)c1ccc(C=C(c2nnnn2-c2ccc(C)cc2)c2nnnn2-c2ccc(C)cc2)cc1,i,i,i,i,i,i,i,i,i,i,i
Cc1ccccc1NC(=O)CN1C(=O)N/C(=C\c2ccccc2OCc2ccc(C(=O)O)cc2)C1=O,i,i,i,i,i,i,i,i,i,i,i
COc1ccc(S(=O)(=O)N(Cc2cc3ccc(OC)cc3[nH]c2=O)CC2COCCO2)cc1 (configuration not stated),i,i,i,i,i,i,i,i,i,i,i
COc1ccc(-c2cc(C(F)(F)F)n3nc(C(=O)N4CCCCC4)cc3n2)cc1OC,i,i,i,i,i,i,i,i,i,i,i
O=C(O)/C(=C\c1ccc(Cl)cc1)c1ccc(F)cc1,i,i,i,i,i,i,i,i,i,i,i
Cc1cccn2c(=O)c3cc(C#N)c(=NC(=O)c4ccccc4)n(Cc4ccco4)c3nc12,-4.9*,i,i,i,i,i,i,i,i,i,i
COCCn1c(SCC(=O)Nc2cc(C)cc(C)c2)nc2ccccc2c1=O,i,i,i,i,i,i,i,i,i,i,i
CCOC(=O)OC(C)OC(=O)[C@@H]1N2C(=O)[C@@H](NC(=O)[C@H](N)c3ccccc3)[C@H]2SC1(C)C (some centres not stated),i,i,i,.,.,i,.,.,.,.,i
CCCOc1ccc(/C(O)=C2/C(=O)C(=O)N(c3cc(C)on3)C2c2ccc(C(=O)OC)cc2)cc1 (configuration not stated),i,i,i,i,i,i,i,i,i,i,i
CCOc1ccc(S(=O)(=O)NC(Cc2c[nH]c3ccccc23)C(=O)O)cc1 (configuration not stated),i,i,i,i,i,i,i,i,i,i,i
CN(C(=O)C1CCCN(S(=O)(=O)c2cccc([N+](=O)[O-])c2)C1)C1CCS(=O)(=O)C1 (configuration not stated),i,i,i,i,i,i,i,i,i,i,i
COc1ccc(NC(=O)CCSc2ccc3ccccc3n2)cc1,i,i,i,i,i,i,i,i,i,i,i
O=C(O)c1cc(-c2cccs2)nn1-c1ccc(F)cc1,i,i,i,i,i,i,i,i,i,i,i
CCC(=O)OCCNc1nc(-c2ccccc2)nc2ccccc12,i,i,i,i,i,i,i,i,i,i,i
c1cncc(CNc2nc(-c3cccnc3)nc3ccccc23)c1,i,i,i,i,i,i,i,i,i,i,i
C/C(=N\NS(=O)(=O)c1ccc(C)cc1)c1ccc(C)s1,i,i,i,i,i,i,i,i,i,i,i
CC(=O)c1c(N2CCCC2)nc(=S)n(-c2ccccc2)c1C,i,i,i,i,i,i,i,i,i,i,i
COc1ccc(S(=O)(=O)N2CCN(C3CCCCCCC3)CC2)cc1,i,i,i,i,i,i,i,i,i,i,i
Cc1ccsc1CNn1cnnc1SCc1ccccc1F,i,i,i,i,i,i,i,i,i,i,i
CCCC(=O)Nc1ccc2c(c1)nc1n2CCOC1,i,i,i,i,i,i,i,i,i,i,i
Cc1cc(OCC(=O)NCCCn2ccnc2)c2c(C)c(C)c(=O)oc2c1,i,i,i,i,i,i,i,-6.1*,i,i,i
CCn1c(SCC(=O)Nc2ccccc2Br)nnc1-c1cnccn1,i,i,i,i,i,i,i,i,i,i,i
CCOc1ccc2[nH]c3c(=O)n(CCC4=CCCCC4)cnc3c2c1,i,i,i,i,i,i,i,i,i,i,i
COc1ccc(C(=O)Nc2nc3cc4c(cc3s2)OCO4)c(OC)c1,i,i,i,i,i,i,i,i,i,i,i
CC1CCN(C(=O)CSc2nnc(Cc3ccccc3)o2)CC1,i,i,i,i,i,i,i,i,i,i,i
N#Cc1cnc(SCC(=O)NNC(=O)COc2cccc3ccccc23)nc1N,i,i,i,i,i,i,i,i,i,i,i
CCn1c(SCC(=O)N/N=C/c2ccccc2OCC(=O)O)nnc1-c1ccc(C(C)(C)C)cc1,i,i,i,i,i,i,i,i,i,i,i
Cc1cc2c(cc1C)CSC(c1ccccc1OC(=O)C(C)(C)C)SC2,i,i,i,i,i,i,i,i,i,i,i
CSc1nc(-c2ccccc2)nn1S(=O)(=O)c1ccccc1,i,i,i,i,i,i,i,i,i,i,i
Cc1ccccc1C(=O)N1CCN(c2ccc(NC(=O)c3ccco3)cc2)CC1,i,i,i,i,i,i,i,i,i,i,i
O=c1cc(CN2CCN(S(=O)(=O)/C=C/c3ccccc3)CC2)c2ccc(O)cc2o1,i,i,i,i,i,i,i,i,i,i,i
CC1=NN(C(=O)c2ccc(C)cc2)C(O)(C(F)(F)OC(F)(F)F)C1 (configuration not stated),i,i,i,i,i,i,i,i,i,i,i
O=C(Nc1ccc(Br)cc1)c1cccc(S(=O)(=O)Nc2cnc3ccccc3c2)c1,i,i,i,5.9*,i,i,i,i,i,i,100*
COc1cccc(N2[C@@H](CC(C)=O)c3ccccc3S2(=O)=O)c1,i,i,i,i,i,i,i,i,i,i,i
CC(NC(=O)C(=O)N1CCCCC1)C(c1cccs1)N1CCN(Cc2ccccc2)CC1 (configuration not stated),i,i,i,i,i,i,i,i,i,i,i
COc1ccc(-c2nnc3ccc(SCC(=O)N4CCCCCC4)nn23)cc1OC,i,i,i,i,i,i,i,i,i,i,i
Cc1cc(C(=O)NC2CC2)c2ccccc2n1,i,i,i,i,i,i,i,i,i,i,i
Nc1c(S(=O)(=O)c2ccccc2)c2nc3ccccc3nc2n1/N=C/c1ccco1,i,i,i,i,i,i,i,i,i,i,i
O=C(NNC(=O)c1ccccc1C(=O)O)c1ccc(S(=O)(=O)N2CCCCC2)cc1,.,.,.,i,i,i,i,i,i,i,.
COC(=O)/C=C1/N/C(=N\c2nc(C)cc(C)n2)N(c2ccccc2)C1=O,i,i,i,i,i,i,i,i,i,i,i
COc1ccc2c(c1)CCc1cn3ncc(C#N)c3nc1-2,i,i,i,i,i,i,i,i,i,i,i
CSc1nc(C)cc(/C=C\c2ccccc2)c1C#N,i,i,i,i,i,i,i,i,i,i,i
CC(C)CCNC(=O)[C@H](CC(C)C)NC(=O)[C@H]1O[C@@H]1C(=O)O,i,i,i,i,i,.,i,i,i,i,i
CC(C)OC(=O)c1c(N)sc2c1CCCC2,i,i,i,.,.,i,.,.,.,.,i
CCCNC(=O)NC(=O)c1cnccc1C(F)(F)F,i,i,i,i,i,i,i,i,i,i,i
# Next results follow.
SMILES,MrgX1 antagonist,MrgX1 agonist,MrgX1 allo act,RGS4 block,TRPC4 inh,TMEM16A act,TRPC4 act,TRPC6 inhibitor,TRPC6 act,TRPC4 potent,TMEM16A inh
Cc1cc(-c2n[nH]c(=S)n2/N=C/C=C/c2ccccc2)n[nH]1,i,i,i,i,i,i,i,i,i,i,i
Cc1cn(-c2cc(C(=O)Nc3ccc(C)c(NC(=O)N4CCNC4=O)c3)cc(C(F)(F)F)c2)cn1,i,i,i,i,i,i,i,i,i,i,i
O=C(N/N=C/c1ccc(O)c(O)c1O)/C(=C/c1ccc([N+](=O)[O-])cc1)NC(=O)c1ccccc1,i,i,i,i,i,i,i,i,i,i,i
CC(=O)N1CCCC1(C(=O)O)c1ccccc1 (configuration not stated),i,i,i,i,i,i,i,i,i,i,i
CCc1c(C(=O)NNC(=S)Nc2ccc(S(=O)(=O)Nc3ncccn3)cc2)csc1C,i,i,i,i,i,i,i,i,i,i,i

# Screens as filed in PubChem BioAssay.

# An unsorted share of the library; 5.8% or so of the library scored in one or more.
